Bioassay records as filed in PubChem BioAssay.
CD11b adhes enh: increases human CD11b/CD18 adhesion to fibrinogen | P05107+P11215 | K562 CD11b/CD18 adhesion to fibrinogen, ATPlite luminescence | activation, % at 10 µM | 93,000 tested, 0.07% active | AID 1499;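 active = 10 µM primary screen giving 50% or more activity, confirmed by 40% or more on retest at that dose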; note: strong numbers were not always called active; reference of the scale not given here
Target sequence (P05107 whole entry, looked up, other chains not shown): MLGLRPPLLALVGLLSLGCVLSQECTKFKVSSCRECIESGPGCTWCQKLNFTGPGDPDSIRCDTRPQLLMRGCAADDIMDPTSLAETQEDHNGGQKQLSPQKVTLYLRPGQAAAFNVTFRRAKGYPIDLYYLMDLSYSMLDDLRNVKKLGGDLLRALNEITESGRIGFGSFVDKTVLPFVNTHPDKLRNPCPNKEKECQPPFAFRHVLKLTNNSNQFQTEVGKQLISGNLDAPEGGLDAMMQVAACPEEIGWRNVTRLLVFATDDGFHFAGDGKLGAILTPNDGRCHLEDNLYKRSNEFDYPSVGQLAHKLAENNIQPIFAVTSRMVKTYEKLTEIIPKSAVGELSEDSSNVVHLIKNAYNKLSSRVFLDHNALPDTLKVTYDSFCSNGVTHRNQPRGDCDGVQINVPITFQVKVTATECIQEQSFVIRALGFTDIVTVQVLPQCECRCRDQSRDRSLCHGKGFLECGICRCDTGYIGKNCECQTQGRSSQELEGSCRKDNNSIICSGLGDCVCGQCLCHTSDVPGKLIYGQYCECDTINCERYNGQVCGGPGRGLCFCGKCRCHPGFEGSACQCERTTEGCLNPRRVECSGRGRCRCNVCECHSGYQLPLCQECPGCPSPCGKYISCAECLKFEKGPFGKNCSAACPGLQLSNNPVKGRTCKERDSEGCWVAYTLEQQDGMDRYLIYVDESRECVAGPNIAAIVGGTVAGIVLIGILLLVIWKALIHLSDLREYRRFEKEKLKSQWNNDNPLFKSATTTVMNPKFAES
Mac1 fbg inh: inhibitors of human CD11b/CD18 binding to fibrinogen; inhibition, % at 10 µM; P05107+P11215; 93,000 tested, 0.54% active; K562 CD11b/CD18 adhesion to fibrinogen, ATPlite luminescence; Mn2+ added to activate the integrin;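 active = primary inhibition of 50% or more at 10 µM, then 40% or more on retest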; note: some results filed as inactive read as strong as hits
* = called active by the depositor. This is a subset (hit frequency here may not be typical).

CD11b adhes enh | Mac1 fbg inh | Molecule
2 | 34 | O=C(Nc1cc(S(=O)(=O)N2CCCCC2)ccc1O)c1ccccc1NS(=O)(=O)c1ccc(F)c(F)c1
-1 | 43 | Cc1ccc(C(=O)c2cnc3cc4c(cc3c2S(=O)(=O)c2ccccc2)OCCO4)cc1
57 | 6 | O=C(CN1C(=O)/C(=C2\SC(=S)N(C3CCS(=O)(=O)C3)C2=O)c2ccccc21)Nc1ccccc1 (stereo not drawn)
3 | 0 | NNC(=O)c1ccc(COc2cccc3ccccc23)cc1
4 | -18 | COc1ccc(CCNC(=O)COc2ncnc3cc([N+](=O)[O-])ccc23)cc1
4 | -1 | COc1cc(OC)cc(C(=O)N[C@H](C(=O)OCC(=O)Nc2ccc(C(C)C)cc2)C(C)C)c1
0 | 45 | CCOC(=O)c1cnc2c(C)cc(C)cc2c1Nc1ccc(S(=O)(=O)Nc2ncccn2)cc1
-3 | 10 | O=S(=O)(C(=CNc1ccccc1)S(=O)(=O)c1ccccc1)c1ccccc1
2 | 18 | COc1ccccc1N1CCN(C(=O)CCCN2C(=O)c3cccc4cccc(c34)C2=O)CC1
12 | 1 | CCSc1ccc(-c2nn(-c3ccccc3)cc2/C=C(/C#N)C(=O)NC)cc1
3 | 5 | Cc1ccc(-n2nc(-c3ccccc3)cc2Nc2ccccc2N)cc1
-4 | 13 | N#C/C(=C\c1ccc(Cl)cc1)c1nc2ccccc2o1
0 | -14 | O=C(COc1ccc(C(=O)NCCc2ccccc2)cc1)Nc1ccccc1
98 | -1 | CCOc1cccc2cc(-c3nnc(NCc4ccc5c(c4)OCO5)s3)c(=O)oc12
-1 | 9 | CCOC(=O)CN(Cc1sccc1C)C(=O)Nc1ccc(OCC)cc1
-4 | 13 | Cc1cccc(C)c1NC(=S)NC1CCCCC1
-4 | 0 | Cc1ccc(/C=C/C(=O)NCc2ccncc2)cc1
15 | -1 | O=c1oc2ccccc2nc1/C=C(O)/C=C/c1ccc(F)cc1
-4 | -17 | COC(=O)/C(=C/c1ccc(F)cc1)NC(C)=O
3 | -3 | O=C(COc1ccc(Cl)cc1Cl)Nc1c(-c2cccs2)nc2ccccn12
8 | 5 | COc1cc(C(C)=O)ccc1COc1ccc(C(=O)OCC(N)=O)cc1OC
-7 | 19 | O=C(N/N=C/c1cccs1)c1ccc2c(c1)OCO2
0 | 1 | CCCN1CNC(=S)N(c2ccccc2OC)C1
3 | 22 | O=C(c1ccc(-c2cccc(Cl)c2)o1)N1CCN(c2ccc([N+](=O)[O-])cc2)CC1
8 | -9 | O=C(NCCc1nc2ccccc2[nH]1)/C(=C/c1ccco1)NC(=O)c1ccc(Br)o1
-2 | 8 | O=C(NC(NC(=S)N1CCOCC1)C(Cl)(Cl)Cl)c1ccc(Cl)cc1 (stereo not drawn)
2 | -8 | Nc1nnc(SCCCC(=O)c2ccccc2)s1
2 | -24 | O=C(CSc1nnc(-c2ccccc2)o1)NC1CCS(=O)(=O)C1 (stereo not drawn)
-2 | 12 | COc1ccc(C(N)=S)cc1
5 | -2 | COc1ccc(/C=C/C(=O)N/C(=C\c2ccco2)C(=O)NCCc2nc3ccccc3[nH]2)cc1

Going on with the list.
CD11b adhes enh | Mac1 fbg inh | Molecule
51 | -7 | COc1cc(NC(=O)Cn2c(=O)n(-c3cccc(C)c3)c(=O)c3c(C)c(C)sc32)cc(OC)c1
2 | 22 | O=C1CC(c2cc([N+](=O)[O-])ccc2Cl)c2c(ccc3ccccc23)N1 (stereo not drawn)
10 | -8 | CC(/C=N/n1c(-c2ccco2)n[nH]c1=S)=C\c1ccccc1
-1 | 0 | O=C(CCNc1ccc(Cl)cc1)c1cccs1
-2 | -5 | CC1(C)C(=O)OC(c2cccn2-c2ccc([N+](=O)[O-])cc2)C(C)(C)C1=O (stereo not drawn)
-4 | 24 | Cc1cc(SC#N)cc(C)c1NC(=O)CCl
0 | -1 | NC(=O)c1ccc(-n2nc(C(F)(F)F)c3c2CCCC3)cc1
32 | 1 | CCOc1ccc(-c2c(C(=O)N/N=C/c3ccc(OC(C)C)cc3)nnn2-c2nonc2N)cc1
2 | 24 | CCOC(=O)N1CCC(=NNC(=O)COc2ccc(OC)cc2)CC1
4 | 22 | Cc1ccc(-c2csc3nc(SCC(N)=O)n(Cc4ccccc4)c(=O)c23)cc1
14 | 14 | CCOc1ccc(CN(C)CC(=O)Nc2ccc(N3CCOCC3)cc2)cc1OC
-1 | -12 | COc1cccc(C(=O)NC(=S)Nc2ccc3oc(=O)ccc3c2)c1
0 | 2 | COC(=O)C(Oc1ccc2c(-c3ccc(OC)cc3)cc(=O)oc2c1)c1ccccc1 (stereo not drawn)
-1 | -3 | CCOc1ccc(N=Cc2c(C)[nH]n(-c3nc4ccccc4[nH]3)c2=O)cc1
-1 | 3 | CN(/N=C/C=C/c1ccccc1)c1cc(=O)n(C)c(=O)[nH]1
77 | -7 | COc1ccc(/C=C2/C(=O)N(c3nc4ccccc4s3)N=C2CSc2ccc(Cl)cc2)cc1
19 | 16 | Cc1ccc(NC(=O)COC(=O)c2ccc(OCc3c(C)noc3C)cc2)cc1S(=O)(=O)N1CCOCC1
1 | -12 | COc1cccc(/C=N/NC(=O)CCCC(=O)Nc2ccc(Br)cc2)c1
-3 | 2 | O=C(Cn1ccc(C(F)(F)F)n1)N/N=C/c1ccc2c(c1)OCO2
1 | 17 | CCc1ccccc1NC(=S)/N=C(\N)Nc1nc(C)c2cc(C)ccc2n1
-1 | -22 | O=C(N/N=C/c1ccc(OCC(=O)N2CCCCC2)cc1)c1ccccc1O
-4 | 42 | COC(C(=O)Nc1ccc(S(=O)(=O)Nc2cccc3ccccc23)cc1)c1ccccc1 (stereo not drawn)
1 | -10 | O=C(NC(=S)N1CCOCC1)C12CC3CCC(CC(C3)C1)C2
1 | 6 | CCOc1ccc(-n2c(SCc3cc(=O)oc4cc(C)c(C(C)C)cc34)nnc2-c2cccnc2)cc1
0 | -5 | CC(=O)N/C(=C\c1ccc(F)cc1)C(=O)OC(C)C
11 | -16 | Cc1cccc(-[n+]2c(C)cc(C)c3c(=O)[nH]c(=O)[nH]c32)c1
0 | 9 | CCOP(=O)(OCC)C(Nc1ccccn1)c1ccc(F)cc1 (stereo not drawn)
3 | 18 | COc1ccc(-c2cc(-c3nnc(COC(=O)C4CC4C)o3)c3ccccc3n2)cc1OC (stereo not drawn)
0 | -12 | CCOc1ccc(C(CC(=O)O)NC(=O)C2c3ccccc3Oc3ccccc32)cc1 (stereo not drawn)
64 | 10 | COc1ccc2nc(Nc3nc4cc5c(cc4s3)OCCO5)sc2c1

Whole records as entered above. Values in the order: CD11b adhes enh | Mac1 fbg inh
O=C(N/N=C/c1ccc(OCC(=O)N2CCCCC2)cc1)c1ccccc1O as listed: -1 | -22
Cc1ccc(C(=O)c2cnc3cc4c(cc3c2S(=O)(=O)c2ccccc2)OCCO4)cc1 as listed: -1 | 43
CCOC(=O)N1CCC(=NNC(=O)COc2ccc(OC)cc2)CC1 as listed: 2 | 24
CCc1ccccc1NC(=S)/N=C(\N)Nc1nc(C)c2cc(C)ccc2n1 as listed: 1 | 17
O=c1oc2ccccc2nc1/C=C(O)/C=C/c1ccc(F)cc1 as listed: 15 | -1

Given bar-delimited: 5 of the compounds above.
Compound | CD11b adhes enh | Mac1 fbg inh
Cc1cc(SC#N)cc(C)c1NC(=O)CCl | -4 | 24
NC(=O)c1ccc(-n2nc(C(F)(F)F)c3c2CCCC3)cc1 | 0 | -1
CCOc1ccc(-c2c(C(=O)N/N=C/c3ccc(OC(C)C)cc3)nnn2-c2nonc2N)cc1 | 32 | 1
CCOC(=O)N1CCC(=NNC(=O)COc2ccc(OC)cc2)CC1 | 2 | 24
Cc1ccc(-c2csc3nc(SCC(N)=O)n(Cc4ccccc4)c(=O)c23)cc1 | 4 | 22

Other compounds
CD11b adhes enh | Mac1 fbg inh | Molecule
35 | 23 | CCOc1ccc(NC(=S)NC(=O)/C=C/c2ccc(OC)cc2)c([N+](=O)[O-])c1
18 | 7 | COc1ccccc1-c1coc2cc(OC(=O)/C=C/c3ccccc3)ccc2c1=O
23 | -9 | Cc1ccc(S(=O)(=O)NC2c3cccc4cccc(c34)C2Sc2n[nH]c(N)n2)cc1 (stereo not drawn)
-4 | -2 | CN(C)CCNC(=O)/C=N/O
-6 | 21 | S=c1[nH]nc(-c2ccco2)n1/N=C/c1ccccc1Cl
-5 | 1 | CC(C)C(=O)Nc1ccc2c3c(cccc13)CC2
5 | 6 | CCOc1ccc(C(=O)NCC(=O)OCc2cc(C(C)=O)ccc2OC)cc1
-2 | 22 | Cc1cccc(NC(=S)NNC(=O)COc2ccc(Cl)cc2Cl)c1
1 | 10 | COc1ccccc1C(=O)NNC1CC(=O)N(c2ccc3c(c2)OCCO3)C1=O (stereo not drawn)
-4 | 0 | CCc1cccc(C)c1NC(=O)COn1nnc2ccc(C(F)(F)F)cc21
-2 | 19 | COc1ccc2ncc(S(=O)(=O)c3ccccc3)c(N3CCC4(CC3)OCCO4)c2c1
-1 | -4 | Cc1cc(NS(=O)(=O)c2ccc(NC(=O)CSc3nnc(-c4ccco4)n3N)cc2)nc(C)n1
0 | 4 | Cc1cccc2sc(NC(=O)[C@@H]3CCCN3C(=O)c3cccs3)nc12
3 | 13 | CC1=CC(=C(C#N)c2nc3ccccc3s2)C=C(C)N1c1ccc(F)cc1F
9 | 21 | O=C(CSc1ccc2nnc(-c3ccc(Cl)cc3)n2n1)N1CCCc2ccccc21
-1 | 11 | CC1=CN2C(=N)/C(=C/c3ccc(Sc4ccc(Cl)cc4)o3)C(=O)N=C2S1
2 | -5 | CN(C=[N+](C)C)c1cccc2c1C(=O)c1ccccc1C2=O
3 | 32 | CCCCn1nnc(NC(=S)NC(=O)c2ccc(-c3cccc(Cl)c3Cl)o2)n1
2 | -11 | CC(C)CNC(=O)COC(=O)CCC(=O)c1cccs1
2 | 21 | CCOc1ccc(/C=C/C(=O)Nc2ccc(C(N)=O)cc2)cc1OC
1 | 1 | C/C=C/c1ccc(OCCOc2ccc(C=O)cc2OC)c(OC)c1
3 | -2 | O=C(NCCO)/C(=C\c1cccc([N+](=O)[O-])c1)NC(=O)c1ccco1
5 | -3 | COC(=O)C1=NNC2(c3ccc(Cl)cc3)C(=O)N(c3ccccc3)C(=O)C12 (stereo not drawn)
-4 | -14 | CCNC(=O)OCC12CC3CC(CC(C3)C1)C2
-7 | 96 | Cc1ccc(NC(=O)c2cc(S(=O)(=O)NCCC3=CCCCC3)ccc2F)cc1
-2 | -3 | CC(C)C(=O)Nc1cc(S(=O)(=O)Nc2ccc(Cl)cc2)ccc1Cl
2 | -11 | Cc1ccc(C(=O)Nc2ccn(Cc3ccc(F)cc3)n2)o1
13 | 14 | Cc1ccc(-c2cc(C(=O)NCc3cn(C)nc3C)c3cc(Br)ccc3n2)cc1
13 | -29 | Cc1ccc(OCCN2C(=O)S/C(=C\c3ccc(C)o3)C2=O)cc1
52 | 11 | O=C(NNC(=O)c1cccc(S(=O)(=O)N2CCN(c3ccccc3)CC2)c1)c1ccc(Cl)cc1

Taken from above:
Reading for Cc1ccc(OCCN2C(=O)S/C(=C\c3ccc(C)o3)C2=O)cc1 in Mac1 fbg inh: -29
Reading for CC(C)C(=O)Nc1cc(S(=O)(=O)Nc2ccc(Cl)cc2)ccc1Cl in Mac1 fbg inh: -3
Reading for CN(C)CCNC(=O)/C=N/O in CD11b adhes enh: -4
Reading for CCCCn1nnc(NC(=S)NC(=O)c2ccc(-c3cccc(Cl)c3Cl)o2)n1 in CD11b adhes enh: 3

The list continues.
CD11b adhes enh | Mac1 fbg inh | Molecule
7 | -9 | CCC(CC)NC(=O)COC(=O)CCC(=O)c1cccs1
3 | 16 | Cc1csc(NC(=O)CSc2nc3ccccc3c3c2CCCC3)n1
14 | -9 | Cc1ccc(-c2csc3nc(SCC(=O)N(C)C)n(Cc4ccccc4)c(=O)c23)cc1
-2 | 4 | COCC(C)NC(C(=O)Nc1ccc(Cl)c([N+](=O)[O-])c1)c1ccccc1 (stereo not drawn)
26 | 48 | Cc1ccc(/C=N/Nc2ccnc3cc(Cl)ccc23)c(C)c1
14 | -11 | O=C(Nc1ccc2c(c1)CCC2)c1ccc(F)cc1
5 | -14 | CSc1nc(C)cc(OCC(=O)N/N=C/c2ccccc2O)n1
-1 | -5 | CCOC(=S)SCC(=O)N1CCc2cc(OC)ccc2C1C1C(=O)CCCC1=O (stereo not drawn)
0 | 1 | COc1cccc(/C(C)=N/Nc2ncc(Cl)cc2Cl)c1
3 | 3 | O=C(COC(=O)c1ccc2ccccc2c1)NCCCc1ccccc1
-6 | 94 | O=C(Nc1nc(-c2ccccc2)cs1)c1ccc2c(=O)n3c(nc2c1)CCCCC3
7 | 18 | COCCNc1nc(CSc2ccccc2)nc2sc(C)c(C)c12
2 | 2 | O=C(CSc1nc2ccccc2c(=O)n1-c1ccc(OC(F)F)cc1)NCc1cccs1
100 | 4 | O=C(NCC1OCCc2ccccc21)c1ccc(NC(=O)c2ccc(Cl)cc2)cc1 (stereo not drawn)
0 | -7 | COc1cccc(OC)c1C(=O)Nc1ccc(C)cc1C(=O)c1ccccc1
2 | -6 | CC(C)COc1cccc(C(=O)NC(=S)NCc2cccnc2)c1
-1 | 0 | CCOC(=O)NC1(Nc2cccc(Cl)c2)Oc2ccccc2O1
28 | 11 | Cc1ccc(NC(=O)C(=O)NCc2ccc(/C=N/NC(=O)c3c(C)nc4ccccn34)o2)cc1
0 | -24 | Cc1ccc(CNC(=O)C2(c3cccs3)CCOCC2)cc1
5 | -7 | N#Cc1ccc(C(=O)Nc2nnc(-c3ccccn3)o2)cc1
13 | -18 | Cc1ccc(NC(=O)C(CC(C)C)NC(N)=O)cc1Cl (stereo not drawn)
2 | -13 | CC1S/C(=N/N=C2CCCCC2)NC1=O (stereo not drawn)
4 | 2 | O=C(NCc1ccccc1)C(=O)Nc1nc(C23CC4CC(CC(C4)C2)C3)cs1
55 | 1 | CCOC(=O)c1cc2c(=O)n3ccccc3nc2n(C(C)C)c1=NC(=O)c1c(-c2c(F)cccc2Cl)noc1C
